Rac1 GTP hydrolysis: MgcRacGAP GTPase-activating activity inhibitors, confirmation, biochemical, ADP Hunter fluorescence. MgcRacGAP-stimulated Rac1 GTP hydrolysis, ADP Hunter fluorescence; higher % means a stronger effect; GST-tagged Rac1 F28L mutant substrate. one-dose inhibition, % at 30 µM; IC50 in µM for titrated hits. 340,000 compounds, 0.6% hits;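 active means first-screen hits whose inhibition reached a set limit at any dose in the follow-up dose series; inconclusive means inhibition above the set first-screen limit but never retested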;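 further: fluorescence reports GDP produced by GAP-driven GTP hydrolysis; strong numbers were not always called active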
KOR beta-arrestin-1: kappa opioid receptor blockers – cell-based, luminescence, uHTS (AID 1778). KOR beta-arrestin recruitment, luminescence, antagonist mode; higher % means a stronger effect. inhibition, % at 10 µM; hits with a dose series show IC50 in µM. 290,000 compounds, 0.091% hits; in the data active means inhibition above about 50%; further: strong numbers were not always called active
GPR55 LPI antagonism: inhibition of LPI-stimulated GPR55 beta-arrestin translocation – imaging, U2OS, beta-arrestin-GFP, LPI agonist, primary screen (AID 2013). U2OS GPR55 beta-arrestin-GFP translocation imaging, LPI antagonism; higher % means a stronger effect. inhibition, % at 10 µM, or IC50 in µM where a hit was titrated. 290,000 compounds, 0.13% hits;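 active means spots per cell inhibited over 60%, with over 100 cells counted and total cytoplasm intensity under 500,000; inconclusive means wells with under 100 cells, flagged as likely toxic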;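 further: U2OS cells stably carrying GPR55 and arrestin-GFP stimulated by 5 µM LPI near EC80; imaged beta-arrestin-GFP aggregate spots per cell after agonist stimulation; plate controls were LPI-stimulated DMSO wells for no effect and DMSO wells without LPI for full effect; some results filed as inactive read as strong as hits; confirmed hits need IC50 under 10 µM and bright autofluorescent wells are also inconclusive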
NOD1 inhibition: inhibition of NOD1-driven NF-kB reporter – cell-based, luminescence, uHTS, primary screen (AID 1578); 290,000 compounds, 1% hits; inhibition, % at 4 µM, or EC50 in µM where a hit was titrated; NOD1-driven NF-kB luciferase reporter cells, luminescence; higher % means a stronger effect; in the data active means inhibition mostly above about 36%, no sharp cut-off; inactive means mostly below about 34%;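 further: HEK-293T reporter cells stimulated with the NOD1 agonist gamma-tri-DAP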
NTR1 ag: agonists of NTR1, primary screen, imaging, U2OS cells, beta-arrestin-GFP, high content (AID 493036); P30989; NTR1-U2OS beta-arrestin-GFP spot imaging, agonist mode; activation, % at 20 µM; 330,000 compounds, 0.17% hits;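 active means activation at or above 40% of the spot to cytoplasm intensity ratio, with at least 20 cells analyzed; inconclusive means wells under 20 cells, flagged as cytotoxic or low count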;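 further: 0% = DMSO without peptide and 100% = 100 nM NTR1 peptide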
Target sequence (P30989 whole entry, looked up): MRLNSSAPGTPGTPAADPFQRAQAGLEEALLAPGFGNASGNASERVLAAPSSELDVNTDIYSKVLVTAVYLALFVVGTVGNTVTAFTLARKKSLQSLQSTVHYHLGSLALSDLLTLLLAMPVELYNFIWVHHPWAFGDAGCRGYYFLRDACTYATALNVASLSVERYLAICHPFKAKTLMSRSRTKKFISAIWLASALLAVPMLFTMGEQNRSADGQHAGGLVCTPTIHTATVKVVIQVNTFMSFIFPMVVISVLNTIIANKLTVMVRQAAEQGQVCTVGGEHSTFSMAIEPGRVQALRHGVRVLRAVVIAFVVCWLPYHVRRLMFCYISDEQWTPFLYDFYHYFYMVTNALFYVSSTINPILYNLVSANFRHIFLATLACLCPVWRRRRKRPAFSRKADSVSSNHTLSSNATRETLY
GPR35 arrestin U2OS: GPR35 antagonists blocking zaprinast-driven arrestin recruitment, primary screen, imaging, U2OS, beta-arrestin-GFP, zaprinast agonist (AID 2058); U2OS GPR35 beta-arrestin-GFP translocation imaging, zaprinast antagonism; higher % means a stronger effect; inhibition, % at 10 µM; hits with a dose series show IC50 in µM; 290,000 compounds, 0.052% hits;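 active means inhibition of at least 50% with at least 30 cells and total cytoplasm GFP at most 10,000,000; inconclusive means under 30 cells or total GFP of 10,000,000 plus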
UTI89 phage lysis: protection from phage-mediated lysis, alamar blue read-out – E. coli UTI89, K1F phage, bacterial capsule biogenesis inhibitors (AID 488966). E. coli UTI89 K1F phage lysis, alamar blue, 2 h; higher % means a stronger effect. inhibition, % at 100 µM; hits with a dose series show IC50 in µM. 340,000 compounds, 0.02% hits;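 active means phage lysis inhibition, versus mean bacterial control, above a set limit; inconclusive means no clear call, values can overlap the other calls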;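 further: capsule biogenesis inhibitors block K1F phage lysis so surviving cells raise fluorescence; higher fluorescence means more inhibition of phage lysis; actives were called in the ten point dose series up to 300 µM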
KOR beta-arrestin-2: KOR agonists, beta-arrestin recruitment, primary screen, cell-based, luminescence, uHTS (AID 1777); KOR beta-arrestin recruitment, luminescence; higher % means a stronger effect; one-dose activation, % at 10 µM; EC50 in µM for titrated hits; 280,000 compounds, 0.02% hits; in the data active means activation above about 50%, passing the limit was not always enough; further: a part of the inactive calls stands beside numbers as strong as those of hits
GPR55 beta-arrestin: selective activators of receptor GPR55 – imaging, U2OS cells, beta-arrestin-GFP redistribution, primary screen (AID 1961); U2OS GPR55 beta-arrestin-GFP redistribution imaging; higher % means a stronger effect; one-dose activation, % at 10 µM; EC50 in µM for titrated hits; 290,000 compounds, 0.048% hits;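 active means activation above 40% with more than 50 cells counted in the well; inconclusive means wells holding fewer than 50 cells, flagged as toxic or sparse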;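 further: U2OS osteosarcoma cells stably expressing GPR55 and beta-arrestin-GFP; plate controls were DMSO negative control for no effect and LPI positive control for full effect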
NTR1 ag cell count 20 µM: recorded beside NTR1 ag, whose call it bears; cell count; measured here: cell count, cytotoxicity flag
Numbers without * were called inactive; i = inactive; ? = inconclusive; · = no result given; & = joins results of further samples; [ ] = dose if it differs, or a comment. A portion of the library (hit frequency here may not be typical).

SMILES	Rac1 GTP hydrolysis	KOR beta-arrestin-1	GPR55 LPI antagonism	NOD1 inhibition	NTR1 ag	NTR1 ag cell count 20 µM	GPR35 arrestin U2OS	UTI89 phage lysis	KOR beta-arrestin-2	GPR55 beta-arrestin
Cc1cccc(N2CCN(S(=O)(=O)c3ccc4c(c3)n(C)c(=O)c(=O)n4C)CC2C)c1 (stereo not drawn)	-12%	-10%	-3%	-2%	-1.4	84	-14%	-0.6%	7.4%	0.3%
O=C1c2c(O)cc(O)cc2O[C@@]12c1c(cc(O)c3c1O[C@H](c1ccc(O)cc1)[C@@H](O)C3)O[C@@H]2c1ccc(O)cc1	14%	22%	8%	-10%	-1.2	79	19%	-1.6%	-0.4%	0.3%
CCn1c(SCC(=O)N/N=C\c2ccccc2OCC(=O)O)nnc1-c1ccc(Cl)cc1	8%	7%	8%	-1%	0.6	67	13%	2.0%[50 µM]	1.2%	0.8%
Cc1cc(Cl)ccc1OCCNC(=S)NC(=O)c1cccnc1	-1%	18%	15%	-24%	2.5	57	5%	0.0%	-3.8%	0.0%
CCOC(=O)C1CCCN(CC(=O)/C=C2/N(C)c3ccccc3C2(C)C)C1 (stereo not drawn)	4%	2%	0%	7%	0.2	40	4%	12%	4.2%	1.9%
CC(Cl)C(=O)NNC(=O)CNS(=O)(=O)c1ccccc1 (stereo not drawn)	5%	-12%[20 µM]	2%	-52%	-1.6	27	0%	0.2%	·	-0.1%
COc1ccc(CNC(=O)C(C)Sc2ccc(C)cc2)cc1 (stereo not drawn)	1%	-18%	-2%	-3%	-0.6	57	8%	-0.3%	-2.3%	-0.1%
COc1ccc(OC)c(NC(=O)c2ccc(CN(c3cc(Cl)ccc3C)S(=O)(=O)c3ccccc3)cc2)c1	8%	-4%	6%	-105%	-0.6	34	-8%	1.1%	5.0%	-0.2%
O=C(NCc1ccc(Cl)cc1)C1CCCN(c2cnccn2)C1 (stereo not drawn)	6%	10%	-1%	35%	0.3	58	14%	2.3%	1.2%	-0.1%
COc1ccc(NC2c3ncccc3C(=O)N2Cc2ccccc2)c(OC)c1 (stereo not drawn)	7%	-11%	-4%	-18%	0.8	72	-18%	1.5%	-4.0%	-0.2%
COc1ccc(-c2csc(NC(=O)c3ccoc3C)n2)cc1	4%	-21%	9%	-47%	19	58	-8%	0.1%	-4.2%	0.2%
CCCN1CCC(NC(=O)Nc2ccc(F)cc2F)CC1	-4%	5%	8%	-24%	-2.4	98	8%	-0.6%	1.3%	-0.2%
N#Cc1nc(COc2ccccc2)oc1N1CCCC1	8%	-43%	-6%	-18%	1.0	49	24%	-0.2%	18%	-0.1%
COC(=O)/C=C/c1c(C)[nH]c(=O)[nH]c1=O	8%	9%	-7%	-1%	0.7	47	-8%	-0.5%	·	-0.3%
O=C(c1cccc(Br)c1)N1CCN(c2cnn(-c3ccccc3)c(=O)c2Cl)CC1	-2%	7%	-4%	-28%	1.2	39	-3%	-0.5%	-2.3%	-0.1%
Clc1ccc2nncn2n1	12%	-6%	-8%	-39%	0.7	77	2%	0.3%	-0.1%	-0.1%
COc1cc(NC(=O)c2ccc(N)nc2)cc(C(=O)Nc2cccc(C(F)(F)F)c2)c1	9%&3%	1%	23%	-8%	-3.4	97	-3%	-0.7%	2.8%	0.3%
CC(CCc1ccccc1)NC(=O)c1ccccc1Cl (stereo not drawn)	6%	5%[20 µM]	-5%	8%	-0.2	46	-3%	0.0%	-1.0%	-0.2%
COC(=O)c1ccc(CN2CCN(C(C)C)C(CCO)C2)cc1 (stereo not drawn)	-29%	2%[20 µM]	7%	-14%	-0.8	65	14%	-0.1%	·	-0.1%
CC(C)(C)NC(=O)/C=N/O	2%	-23%	0%	-25%	0.0	51	-2%	0.5%	-0.1%	-0.5%
O=C(NCCc1ccccc1)C1CCC(=O)N(CCCN2CCCC2=O)C1 (stereo not drawn)	8%	-34%[20 µM]	2%	-20%	-1.0	75	6%	1.2%	-1.6%	-0.3%
COC(C(=O)NNS(=O)(=O)c1ccccc1[N+](=O)[O-])c1ccccc1 (stereo not drawn)	9%	8%	0%	-12%	0.9	67	12%	0.0%	-0.3%	0.0%
CCC1S/C(=N/N=C/c2ccco2)N(Cc2ccccc2C)C1=O (stereo not drawn)	4%	3%	0%	9%	2.5	53	-3%	0.1%	3.8%	-0.1%
O=C(CON=C1c2ccccc2-c2ccccc21)NC12CC3CC(CC(C3)C1)C2	3%	-52%	10%	-2%	4.5	66	2%	-0.6%	10%	0.0%
O=S(=O)(Nc1ncnc2sc3c(c12)CCC3)c1cc(F)ccc1F	8%	-36%	-4%	-4%	2.6	50	-15%	-0.8%[50 µM]	1.4%	0.2%
SMILES	Rac1 GTP hydrolysis	KOR beta-arrestin-1	GPR55 LPI antagonism	NOD1 inhibition	NTR1 ag	NTR1 ag cell count 20 µM	GPR35 arrestin U2OS	UTI89 phage lysis	KOR beta-arrestin-2	GPR55 beta-arrestin
O=C(c1ccco1)N1CCC(c2nc3c(nnn3Cc3c(Cl)cccc3Cl)c(=O)[nH]2)CC1	12%	-14%	?	25%	1.9	62	-16%	-0.5%	4.9%	0.8%
CCOCCCNC(=O)CCNC(=O)c1cc(OC)c(OC)c(OC)c1	6%	-21%	9%	-26%	0.3	92	20%	6.0%	9.5%	-0.1%
CCC(=O)N(CCc1ccccc1)Cc1cc2cc(C)ccc2[nH]c1=O	6%	-23%[20 µM]	-6%	-39%	-0.1	80	0%	0.7%	-6.8%	-0.2%
Nc1c(C(=O)NCCN2CCOCC2)c2nc3ccccc3nc2n1-c1cccc(F)c1	9%	27%	7%	-15%	-0.2	37	4%	-0.6%	-4.0%	-0.1%
COc1ccc(-c2[nH]nc3c2C(c2ccoc2)C(C#N)=C(N)O3)cc1 (stereo not drawn)	5%	-18%	9%	-17%	2.1	44	18%	0.0%	-6.3%	-0.4%
COc1cc(C(=O)NCC(=O)OCC(=O)c2cccc3ccccc23)cc(OC)c1OC	5%	1%	16%	-21%	0.5	63	5%	0.8%	-2.4%	0.2%
CC1(C)CC(=O)C=C(NCC(=O)O)C1	3%	1%	-4%	-8%	-0.7	44	1%	2.2%	13%	0.0%
COc1ccc(/C=C/C(=O)Nc2cc(=O)n(C)c(=O)n2C)cc1	2%	4%	22%	-18%	5.2	50	-8%	2.1%	-2.9%	0.1%
CCOc1ccc(OCC)c(NC(=O)CN2CCN(C(=O)c3ccco3)CC2)c1	9%	2%	9%	-8%	-0.9	53	-4%	i	-4.0%	-0.1%
CC(C)(C)NC(=O)c1c(F)c(F)c(F)c(F)c1F	2%	-6%	7%	-9%	-0.5	47	10%	-5.5%	0.2%	0.1%
O=[n+]1c2c(n([O-])c3c1CCC3)CCCC2	8%	-21%	-4%	-15%	-0.3	34	-8%	0.8%	-4.3%	-0.1%
O=C(NC(=S)Nc1cc([N+](=O)[O-])ccc1O)c1ccc2c(c1)OCO2	18%	-17%	-1%	-100%	0.3	66	1%	0.6%[50 µM]	3.9%	-0.1%
C/C=C/c1ccc(OCCOc2ccc(C=O)cc2OC)c(OC)c1	1%	-33%	7%	17%	5.6	55	-1%	-3.4%	-2.4%	-0.1%
Cc1ccc(Oc2cnc3ccccc3n2)cc1	3%	-22%	2%	19%	0.5	79	-5%	0.6%	3.2%	-0.1%
CCOc1ccc(NC(=O)CCC(=O)N/N=C/c2ccc([N+](=O)[O-])s2)cc1	-7%	2%	-3%	8%	1.5	62	-12%	-0.9%	-3.5%	-0.2%
NC(=O)C1(N2CCCCC2)CCN(C(=S)Nc2ccc(F)c(Cl)c2)CC1	2%	-9%	-14%	-31%	1.2	39	4%	-0.7%	2.6%	0.2%
Cc1ccc(OCC(=O)NCc2ccccn2)cc1	10%	-9%	-2%	-6%	0.4	40	3%	0.6%	-1.2%	0.3%
CCn1c(C)nc2cc(C(=O)NNS(=O)(=O)c3ccc(C)cc3C)ccc21	10%	-31%	4%	1%	0.4	60	1%	0.2%	4.4%	-0.1%
CC(=O)NC1(C(Cl)(Cl)Cl)Oc2ccccc2O1	3%	-5%	14%	2%	-0.3	97	6%	-0.7%	3.7%	0.2%
COc1ccc2cc(C(=O)NCc3ccccc3)[nH]c2c1	14%	-5%	2%	0%	-2.4	89	5%	2.6%[50 µM]	1.7%	-0.2%
CCC(C)Nc1nc(-c2ccccn2)nc2ccccc12 (stereo not drawn)	2%	5%	3%	1%	3.1	87	-4%	2.2%	3.0%	-0.1%
COc1ccccc1C1CCN(Cc2ccc(Cl)cc2Cl)CC1	2%	17%	11%	-5%	2.7	62	13%	0.0%	6.4%	-0.1%
CCOCCn1c(=NC(=O)CSCC(=O)Nc2cc(C)on2)sc2cc(OC)ccc21	5%	-33%	6%	-32%	-1.2	63	8%	1.1%[50 µM]	5.1%	-0.1%
Cc1ccc2nsnc2c1S(=O)(=O)N1CCOCC1	6%	-51%	8%	30%	-0.1	64	5%	-3.4%	-4.8%	0.0%
CN(Cc1ccccc1)S(=O)(=O)c1ccc(OCC(=O)NCc2cccnc2)cc1	3%	-15%	0%	-20%	-1.6	53	1%	-0.1%	-3.8%	-0.2%
SMILES	Rac1 GTP hydrolysis	KOR beta-arrestin-1	GPR55 LPI antagonism	NOD1 inhibition	NTR1 ag	NTR1 ag cell count 20 µM	GPR35 arrestin U2OS	UTI89 phage lysis	KOR beta-arrestin-2	GPR55 beta-arrestin
Cc1ccc(C(=O)NC(=S)Nc2c(C)ccc3nsnc23)cc1	6%	-19%	1%	-8%	0.9	57	-1%	0.6%[50 µM]	2.3%	0.1%
Cc1[nH]c2ccccc2c1Cc1nnc(SCC(=O)NCc2ccco2)o1	14%	-66%	-24%	-5%	-2.7	50	12%	1.5%	1.0%	-0.3%
CS(=O)(=O)N1Cc2ccccc2CC1C(=O)O (stereo not drawn)	-2%	-17%	10%	-20%	-0.4	61	-6%	-0.1%	-4.7%	-0.5%
CN=C(c1ccc([N+](=O)[O-])cc1)N1CCCCC1	-1%	-6%	-2%	-20%	-0.5	30	0%	0.3%	-1.6%	-0.3%
CCOc1ccc(CC(=O)Nc2nccs2)cc1OCC	10%	-7%[20 µM]	-1%	-38%	0.2	58	-4%	0.1%	·	0.2%
Cc1ccc(Cn2c(SCC(=O)Nc3cc(C)on3)nc3ccccc3c2=O)cc1	1%	13%	2%	-13%	4.9	59	-1%	0.1%	-3.7%	-0.1%
COc1ccc(C(=O)Nc2nncs2)cc1S(=O)(=O)N1CC(c2ccccc2)CC1=O (stereo not drawn)	10%	-40%	-6%	-7%	5.1	51	3%	2.2%	7.0%	-0.1%
